Salmonella PhoP GFP: inhibitors of PhoP regulon expression, primary screen, Salmonella Typhimurium, GFP reporter (AID 1863) | S. Typhimurium PhoP-regulated promoter GFP reporter, 4 h; higher % means a stronger effect | inhibition, % at 50 µM, or IC50 in µM where a hit was titrated | 300,000 compounds, 0.16% hits;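 active = inhibition over 29.93%, a cutoff 3 SD above the screen mean, later confirmed by dose response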;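 also: 0% = low Mg2+ inducing control and 100% = high Mg2+ repressing control; strong numbers were not always called active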
Ins promoter up: insulin promoter activators in MIN6 cells, imaging, high-content screening, mouse beta cells; MIN6 insulin promoter-GFP reporter; hits give high values; z-score at 5 µM; 190,000 compounds, 0.3% hits;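 active = z-score above 3 at 5 µM with at least 500 cells counted in the well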
bCat nuc transl: modulators of beta-catenin nuclear translocation, primary screen, imaging, HeLa cells, immunofluorescence, high-content; nuclear translocation activity, % at 5 µM; 190,000 compounds, 0.3% hits;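 active = nuclear translocation activity above 50% at 5 µM, with a well cell count of 50 or more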;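 also: per-cell ratio of nuclear to cytoplasmic median beta-catenin stain intensity; plate controls were DMSO negative control for no effect and GSK-3 inhibitor IX positive control for full effect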
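Test system: human HeLa cell line; Doses: 5 µM primary, 0.02–20 µM confirmation; Incubation: 24 h compound exposure, 37°C; Detection: beta-catenin immunofluorescence imaging with DAPI; Read-out: beta-catenin nuclear/cytoplasmic ratio, % activation.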
ER stress rescue: rescue of cells from ER stress-induced death, primary screen, 384-well, CSM14.1, thapsigargin, ATP luminescence (AID 1222). CSM14.1 thapsigargin-induced death rescue, ATP luminescence; higher % means a stronger effect. 190,000 tested, under 10 active. cellular ATP content (survival), % at 20 µM, or EC50 in µM where a hit was titrated;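 active = EC50 below 50 µM in the dose-response confirmation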;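 also: death triggered by thapsigargin at about 15 µM added after 2 h compound pretreatment; cell ATP read after overnight thapsigargin exposure of roughly 18 to 22 hours; normalized against plate controls of thapsigargin alone and 5% DMSO vehicle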
MT stabilize HCS: microtubule stabilizers in HeLa cells, primary screen, imaging, high-content imaging. HeLa tubulin immunostaining HCS, 24 h; share of cells brighter than vehicle mean+2SD. % tubulin-high responders, % at 10 µM. 200,000 compounds, 0.83% hits;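 active = plate Z-score above 3 for both tubulin-high and condensed-nucleus cell shares, with cell loss under 80%, at 10 µM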;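 also: anti alpha tubulin signal scored within the nucleus-defined area of each cell; some results filed as inactive read as strong as hits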
Dynein transport: inhibitors of GR-EGFP nuclear translocation, primary screen, dynein cargo transport inhibitor project, imaging, high-content, 3617.4 mouse cells; test concentration mostly 20 µM; stimulated with dexamethasone, 1 µM; hits give low values; z-score, hits read low; 220,000 compounds, 0.47% hits; AID 1381, 2008;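 active = plate z-score of nuclear minus cytoplasmic receptor signal below a set negative limit, without overly bright fluorescence or cell loss, cut at about -3.5 in these data, passing the limit was not always enough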;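 also: z-score of nuclear minus cytoplasmic ring GR-EGFP intensity difference per well; some compounds called inactive have numbers as strong as hits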
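Schedule: 48 h induction, then 1 h compound, then 30 min agonist, 37 °C. Buffer or medium: tetracycline-free induction medium containing charcoal-stripped FBS. Reagent: 1.0 µM final dexamethasone stimulus. Evaluation: nuclear versus cytoplasmic GR-EGFP signal, averaged per well. Signal: high-content fluorescence imaging after fixation.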
Autophagy mod: autophagy modulators in MEF cells, primary screen, imaging, high-content, MEF GFP-LC3 | MEF GFP-LC3 puncta imaging; test concentration mostly 10 µM | calls only at 10 µM (by protocol) | 190,000 compounds, 0.98% hits | AID 463193, 2010;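 active = percentage of spot-positive cells more than 3 SD above its plate mean, without a fluorescence outlier flag or 80% toxicity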;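 also: spot-positive cell cutoff set from DMSO-treated cells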
T cell HTS: modulators of CD8 T cell-vesicle binding, primary screen, mouse 2C CD8+ T cells, flow cytometry; 2C CD8+ T cell-vesicle binding; hits give low values; calls only at 7 µM; 330,000 compounds, 0.068% hits;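 active = response, share of CD8 T cells binding vesicles, and their 90th percentile fluorescence all below set limits, cut at about 80% in these data, passing the limit was not always enough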
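Material: 2C TCR transgenic mouse naive CD8+ T cells, MACS-purified. Also added: QL9-charged Drosophila Ld/ICAM-1/B7-1 vesicles. Timing: binding 1.5 h at 37 °C. Measured by: high-throughput flow cytometry with anti-B7-1 and anti-CD8 staining. Read-out: percent CD8+ FL2 mean versus row control. Controls: Unloaded micro-vesicles (low), QL9 vesicles with 0.7% DMSO (high).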
Hep lipid drop: inhibitors of hepatocyte lipid droplet formation, primary screen, imaging, high-throughput imaging, BODIPY stain; 240,000 compounds, 0.4% hits; inhibition, % at 6.5 µM; AML12 mouse hepatocytes, oleate lipid droplets;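 active = lipid droplet intensity inhibited by at least 50%, with more than 500 cells counted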
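Assay system: AML12 hepatocytes (mouse); Probe or stimulus: oleic acid at 100 µM to induce lipid droplet formation; Dosing: compound at 6.5 µM only; Schedule: compound with oleate, overnight; Detection: fluorescence imaging, 20x objective, two fields per well; Measure: % inhibition of lipid droplet signal.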
Dynein transport cytoplasmic EGFP: recorded beside Dynein transport, whose call it bears; z-score; measured here: cytoplasmic GR-EGFP intensity; hits give high values
Dynein transport nuclear GR-EGFP: second read-out of Dynein transport, no call of its own (marks repeat the call); z-score; measured here: nuclear GR-EGFP intensity;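 lower value marks the stronger effect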
Dynein transport cell count: also measured in Dynein transport; calls as there; z-score; measured here: cell count per field
Ins promoter up cell count: recorded beside Ins promoter up, whose call it bears; cell count; measured here: cytotoxicity, nuclei count;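 total cells summed across four imaged fields per well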
Hep lipid drop cells 6.5 µM: further read-out of Hep lipid drop, marked with its call; cell count; measured here: cell count, cytotoxicity flag;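 cells counted across two imaged fields per well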
bCat nuc transl cell count 5 µM: also measured in bCat nuc transl; calls as there; cell count; measured here: cell count, cytotoxicity flag
T cell HTS vesicle-bound %: second read-out of T cell HTS, no call of its own (marks repeat the call); double positive events, %; measured here: CD8+ vesicle-bound cell fraction;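 binding gate set so that unloaded-vesicle control wells show 10% double positive cells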
MT stabilize HCS Hoechst-high %: recorded beside MT stabilize HCS, whose call it bears; % Hoechst-high responders; measured here: nuclear condensation Hoechst responders;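 share of cells brighter than vehicle mean plus two SD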
MT stabilize HCS cytotoxicity %: recorded beside MT stabilize HCS, whose call it bears; toxicity, %; measured here: cytotoxicity by cell density;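 0% = mean cell density of plate MIN control wells and 100% = no cells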
Autophagy mod cell loss 18 h: further read-out of Autophagy mod, marked with its call; toxicity, %; measured here: cell loss, nuclei count;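 cell loss after 18 h compound exposure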
Active calls of the source: *; i = inactive; / = not tested or not shown; + = active, no number.

SMILES	Salmonella PhoP GFP	Ins promoter up	Ins promoter up cell count	bCat nuc transl	bCat nuc transl cell count 5 µM	ER stress rescue	MT stabilize HCS	MT stabilize HCS Hoechst-high %	MT stabilize HCS cytotoxicity %	Dynein transport	Dynein transport cytoplasmic EGFP	Dynein transport nuclear GR-EGFP	Dynein transport cell count	Autophagy mod	Autophagy mod cell loss 18 h	T cell HTS	T cell HTS vesicle-bound %	Hep lipid drop	Hep lipid drop cells 6.5 µM
COc1ccc(-c2noc(COc3ccc4c(c3)OCO4)n2)cc1OC	7%	0.7	1126	-1.4	1114	2.7%	3.5	2.4	6.2	0.13	-0.17	0.49	-0.5	i	5	i	21	-2	754
CCN1CCN(C(c2cccs2)C(C)NC(=O)c2ccco2)CC1 (stereo unspecified)	3%	-0.11	1531	-1.1	1260	0.1%	11	2.2	2.6	0.34	-0.075	0.32	0.39	i	-3	i	55	/	/
C=CCn1c(C(C)NC(=O)c2ccccc2C)n[nH]c1=S (stereo unspecified)	12%	0.29	1080	0.1	526	-3.4%	2.9	2.2	6.6	1.7	-0.12	0.42	-0.78	i	-12	i	28	1	792
CN(C)S(=O)(=O)N1CCN(c2ccc([N+](=O)[O-])cc2)CC1	2%	-0.56	1135	-2.1	1096	/	4.9	1.5	1.2	3.8	-0.027	2.8	-2.4	+	4.1*	i	43	-21	661
COC(=O)c1cc(C)nc(Sc2ccccc2N)n1	3%	0.16	1310	8.6	954	/	/	/	/	0.33	-0.32	-0.16	0.69	/	/	i	40	0	621
O=C(CCN1C(=O)COc2ccccc21)N1CCN(c2ccccn2)CC1	-5%	-0.22	1246	/	/	/	3.4	2.0	10.0	2.6	0.2	2	-1.2	i	2	i	33	-5	599
O=C(NCc1ccccn1)c1cc2ccccn2n1	16%	1.3	1009	-1.1	1238	-0.9%	3.8	2.8	3.5	-0.22	-0.24	-0.11	0.31	i	9	i	23	/	/
COc1cc(/C=C/C(=O)NCCN2CCOCC2)cc(OC)c1OC	-23%	-0.07	1402	-4.4	593	-1.6%	2.2	1.9	3.7	0.92	-0.24	0.89	-0.42	i	6	i	36	18	733
COc1ccc(N2CCN(C(CNC(=O)C(=O)NCc3ccncc3)c3ccco3)CC2)cc1 (stereo unspecified)	-3%	1	1260	2.3	1092	/	2.4	2.5	19	-0.68	-0.23	-0.58	0.72	i	6	i	35	-4	683
CC1(C(=O)NNC(=O)c2ccc(=O)oc2)CC1Br (stereo unspecified)	-8%	-0.75	1371	-1.8	1066	/	/	/	/	-0.85	-0.21	-0.55	0.63	/	/	i	16	-3	667
CN(C)CCOCCSc1ccc(Cl)cc1	4%	-0.3	1520	1.2	1294	-2.7%	1.8	1.7	4.4	-0.34	-0.18	-0.16	0.52	i	36	i	33	/	/
CCOC(=O)c1nnn(-c2nonc2N)c1CSc1ccccc1	3%	/	/	-10	1175	-2.9%	1.9	1.0	5.1	-0.36	-0.34	0.13	0.13	i	-2	i	37	-25	793
O=C(c1noc2c1CCCC2)N1CCOCC1	-4%	0.41	1315	-0.9	1508	-2.1%	3.1	2.0	10	1.2	-0.26	0.82	-0.97	i	12	i	42	/	/
CCn1ccnc1CNC(=O)c1cc(COc2ccc(F)cc2F)on1	6%	0.57	1361	-1.6	980	3.7%	4.2	1.9	3.0	-0.38	-0.25	-0.38	0.71	i	9	i	46	10	659
COC(=O)CCC(=O)Nc1ccc(C)cc1OC(=O)CCC(=O)OC	-7%	/	/	-2.8	1036	-3.9%	1.6	1.2	11	-0.24	-0.14	0.19	0.25	i	-5	i	53	20	818
CC(NC(=O)NC(N)=O)(C(F)(F)F)C(F)(F)F	6%	-0.53	1647	0.2	1382	5.0%	3.8	1.6	3.9	0.61	-0.25	-0.16	0.42	i	25	i	26	/	/
Cc1cc(C)c(NC(=O)CSc2nnc(-c3ccncc3)n2Cc2ccco2)c(Cl)c1	0%	0.82	1175	1.1	798	-2.5%	3.3	3.2	17	-0.38	-0.27	-0.14	0.7	i	-47	i	28	/	/
CC1CC(C)(C)N2C(=O)C(=C(C#N)C#N)c3cccc1c32 (stereo unspecified)	-11%	-0.51	969	-1.3	1303	/	/	/	/	-1.6	-0.095	-0.43	0.41	/	/	i	40	33	697
COc1ccccc1C(=O)OCC(=O)Nc1cc(S(=O)(=O)N2CCOCC2)ccc1N1CCCC1	2%	-2.4	1289	-1.9	1112	-0.7%	4.1	2.3	7.2	1.2	-0.34	0.8	-0.65	i	-1	i	30	-18	727
CCOC(=O)c1cc(-c2ccccc2)sc1NC(=O)CSc1nnnn1C	-3%	/	/	-6.2	1098	0.4%	7.0	1.3	12	0.77	-0.47	0.18	0.28	i	16	i	19	/	/
COc1cc(OC)cc(C(=O)OCc2ccc([N+](=O)[O-])cc2)c1	-1%	-0.02	1206	-1.9	1120	-0.5%	2.0	1.9	6.1	-0.54	-0.28	-0.25	0.45	i	-5	i	48	-6	732
O=C(CCC1CCCN(C(=O)c2cc(C3CC3)[nH]n2)C1)N1CCN(c2ccccn2)CC1 (stereo unspecified)	11%	/	/	-1.1	983	1.9%	2.1	2.1	3.8	-0.91	-0.15	-0.63	0.046	i	19	i	44	-3	765
O=C(Nc1ccc2c(c1)OCO2)C1CCCN1C(=O)OCc1ccccc1 (stereo unspecified)	2%	-0.97	1246	-4.5	1004	1.9%	3.0	2.8	13	1.3	-0.13	1.6	-0.89	i	-4	i	45	/	/
C=CCN(Cc1nc(-c2ccc(OC)c(OC)c2)oc1C)C1CCS(=O)(=O)C1 (stereo unspecified)	7%	-1.1	1772	0.1	1578	-0.5%	2.3	2.1	4.9	0.35	-0.21	0.4	-1.1	i	-6	i	34	6	710
Cc1cc(C)c(/C=C(\C#N)S(=O)(=O)c2ccccc2)[nH]1	0%	0.33	1391	2.7	1057	/	/	/	/	2.7	-0.07	1.3	-1.8	/	/	i	36	0	720
COc1ccc(CCNS(=O)(=O)c2ccc3c(c2)OCCO3)cc1	-7%	-0.25	1125	-0.8	1099	/	3.0	2.2	4.3	-0.22	-0.25	-0.11	0.72	i	-11	i	49	0	607
C=C(C)c1cccc(C(C)(C)NC(=O)N2CCCC(C(N)=O)C2)c1 (stereo unspecified)	-9%	-0.29	1352	/	/	-1.9%	2.6	1.8	4.4	1.1	-0.24	0.67	0.93	i	-15	i	7	-15	777
COc1ccccc1-n1cnc2cc(NCc3ccco3)ccc21	5%	-1.7	655	131*	306*	-2.4%	32*	66*	57*	-0.2	-0.19	0.0013	-0.11	i	36	i	15	/	/
O=c1cc(C(F)(F)F)nc(-c2ccccc2OC(F)(F)F)[nH]1	-5%	/	/	-2.1	1205	/	/	/	/	0.034	-0.18	-0.055	0.093	/	/	i	44	-2	684
O=C(CCN1C(=O)c2ccccc2C1=O)OCn1nnc2ccccc2c1=O	11%	0.11	1289	-0.5	877	-0.5%	3.3	1.9	8.9	-0.91	-0.27	-0.79	1.3	i	12	i	50	/	/
COc1ccc(C2(CNS(=O)(=O)c3ccc(C)cc3)CCOCC2)cc1	1%	/	/	-3.0	1367	/	/	/	/	-0.88	-0.25	0.27	-0.45	/	/	i	37	-2	650
COc1cc(OC)nc(Oc2ccccc2C(=O)Oc2ccc(F)cc2Cl)n1	-3%	/	/	/	/	2.5%	1.9	2.1	7.0	-0.25	-0.21	-0.76	0.21	i	-1	i	26	/	/
Cc1nc(Nc2cccc(C(F)(F)F)c2)nc2c1C(=O)CC(C)C2 (stereo unspecified)	0%	-0.06	1207	0.1	1000	/	1.8	2.6	2.1	1	-0.18	0.36	0.39	+	8.7*	i	33	1	695

Three compounds from above, ordered by heavy-atom count, high to low:
SMILES	Salmonella PhoP GFP	Ins promoter up	Ins promoter up cell count	bCat nuc transl	bCat nuc transl cell count 5 µM	ER stress rescue	MT stabilize HCS	MT stabilize HCS Hoechst-high %	MT stabilize HCS cytotoxicity %	Dynein transport	Dynein transport cytoplasmic EGFP	Dynein transport nuclear GR-EGFP	Dynein transport cell count	Autophagy mod	Autophagy mod cell loss 18 h	T cell HTS	T cell HTS vesicle-bound %	Hep lipid drop	Hep lipid drop cells 6.5 µM
Cc1cc(C)c(NC(=O)CSc2nnc(-c3ccncc3)n2Cc2ccco2)c(Cl)c1	0%	0.82	1175	1.1	798	-2.5%	3.3	3.2	17	-0.38	-0.27	-0.14	0.7	i	-47	i	28	/	/
CC1(C(=O)NNC(=O)c2ccc(=O)oc2)CC1Br (stereo unspecified)	-8%	-0.75	1371	-1.8	1066	/	/	/	/	-0.85	-0.21	-0.55	0.63	/	/	i	16	-3	667
CN(C)CCOCCSc1ccc(Cl)cc1	4%	-0.3	1520	1.2	1294	-2.7%	1.8	1.7	4.4	-0.34	-0.18	-0.16	0.52	i	36	i	33	/	/

High-throughput results as filed in PubChem.
